G9a inh = qHTS Assay for Inhibitors of Histone Lysine Methyltransferase G9a; Histone-lysine N-methyltransferase EHMT2 (Homo sapiens), Q96KQ7; G9a H3K9 monomethylation, AlphaScreen, 2 h; Potency, µM (doses to about 102 µM), for inactives: at the top dose activity, negative = inhibition, hits mostly inhibitors; hit rate 8.8% among 350,000; AID 504332, 2011; note: % is set by controls: 0 for no effect and ±100 for the full control effect; nearly all actives have a fitted effect of over 75% in size
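Step 1: enzyme (final 20 nM) with compound, 15 min RT. Step 2: substrate peptide 500 nM and SAM 20 uM, 2 h RT. Step 3: anti-H3K9me1 antibody and AlphaScreen beads, 10 min, then plate read.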
POLI inh = qHTS for Inhibitors of Polymerase Iota; Pol iota fluorescent replication assay, 10 min; AID 588590, 2011; hit rate 1% among 390,000; Potency, µM (series often up to 115 µM), for inactives: at the top dose activity, negative = inhibition, most hits filed as inhibitors; DNA polymerase iota (Homo sapiens), Q9UNA4
Target sequence (Q9UNA4 whole entry, looked up): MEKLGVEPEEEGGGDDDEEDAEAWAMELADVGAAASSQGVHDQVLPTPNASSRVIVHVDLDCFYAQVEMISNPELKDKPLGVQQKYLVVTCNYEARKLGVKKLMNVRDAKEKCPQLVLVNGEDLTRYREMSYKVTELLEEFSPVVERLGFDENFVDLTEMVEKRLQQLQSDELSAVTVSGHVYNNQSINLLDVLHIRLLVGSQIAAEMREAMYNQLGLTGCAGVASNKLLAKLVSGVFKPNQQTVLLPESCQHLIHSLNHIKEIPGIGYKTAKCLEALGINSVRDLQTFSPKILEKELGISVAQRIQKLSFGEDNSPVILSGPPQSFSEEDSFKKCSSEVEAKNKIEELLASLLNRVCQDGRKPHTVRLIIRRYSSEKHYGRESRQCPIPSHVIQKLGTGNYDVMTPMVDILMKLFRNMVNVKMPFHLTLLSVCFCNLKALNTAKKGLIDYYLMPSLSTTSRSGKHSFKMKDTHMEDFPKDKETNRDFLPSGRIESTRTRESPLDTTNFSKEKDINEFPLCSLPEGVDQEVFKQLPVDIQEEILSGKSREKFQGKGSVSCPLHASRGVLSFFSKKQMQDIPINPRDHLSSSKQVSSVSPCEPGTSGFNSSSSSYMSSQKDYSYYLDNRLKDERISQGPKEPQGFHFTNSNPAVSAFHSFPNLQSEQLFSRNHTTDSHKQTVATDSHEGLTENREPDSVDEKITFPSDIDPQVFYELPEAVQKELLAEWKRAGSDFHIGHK
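Pol iota at 10 nM preincubated 15 min with compounds at room temperature; reaction started with fluorescent substrate, 50 nM final. Fluorescence read kinetically at 0 and 10 min; buffer-only wells as negative control.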
BLM helicase inh = qHTS Assay for Inhibitors of Bloom's syndrome helicase (BLM); hit rate 0.2% among 350,000; AID 2528, 2010; recombinant BLM DNA unwinding, fluorescence dequenching; RecQ-like DNA helicase BLM (Homo sapiens), P54132; Potency, µM (top dose mostly 56.1 µM), for the others: at the top dose activity change, negative = inhibition, usual class: inhibitors;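 note: plate controls were vehicle for no effect and no enzyme for full effect; nearly all actives have a fitted effect of over 35% in size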
APE1 inh = qHTS Assay for Inhibitors of the Human Apurinic/apyrimidinic Endonuclease 1 (APE1). Potency, µM (doses to about 65.8 µM), for inactives: at the top dose activity change, negative = inhibition, most hits filed as inhibitors. recombinant APE1, TAMRA/BHQ-2 abasic DNA cleavage fluorescence. hit rate 0.35% among 350,000. AID 2517, 2012;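 note: plate controls were vehicle for no effect and reference inhibitor for full effect; nearly all actives have a fitted effect of over 55% in size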
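Step 1: APE1 (0.75 nM) with compound, 15 min RT. Step 2: add 50 nM fluorophore/quencher THF duplex. Step 3: three fluorescence reads 60 s apart (525/598 nm); read 3 minus read 1 = reaction progress.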
BAZ2B block = qHTS Assay for Inhibitors of BAZ2B | hit rate 4.4% among 360,000 | Potency, µM (titrated, usually from 114 µM), without a hit: at the highest dose activity change, negative = inhibition, most hits filed as inhibitors | Bromodomain adjacent to zinc finger domain protein 2B (Homo sapiens), Q9UIF8 | AlphaScreen BAZ2B-H3K14Ac peptide displacement; note: % is set by controls: 0 for no effect and ±100 for the full control effect; nearly all actives have a fitted effect of over 60% in size
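Protein-peptide AlphaScreen: BAZ2B 50 nM, b-H3K14Ac 50 nM, 1x PBS pH 7.4 + 0.01% Tween-20. Preincubation 30 min RT; cpd 30 min RT (top 110 uM); beads 20 min RT, light-protected.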
Pol kappa inh = qHTS for Inhibitors of Polymerase Kappa | DNA polymerase kappa (Homo sapiens), Q9UBT6 | purified Pol kappa, fluorescent DNA synthesis assay, 10 min | Potency, µM (titrated, usually from 107 µM), for the others: top-dose activity, negative = inhibition, hits mostly inhibitors | hit rate 0.53% among 400,000 | AID 588579, 2011; note: % is set by controls: 0 for no effect and ±100 for the full control effect
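Fluorescent qHTS in 1536-well format: enzyme (10 nM) and compound sat 15 min at room temperature before 50 nM substrate (final) was added. Signal taken at 0 and 10 min; no-enzyme buffer wells were negative controls.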
Pol eta inh = qHTS for Inhibitors of Polymerase Eta; DNA polymerase eta (Homo sapiens), Q9Y253; recombinant Pol eta, fluorescent DNA replication assay; Potency, µM (titrated, usually from 114 µM), for inactives: at the top dose activity change, negative = inhibition, actives largely listed as inhibitors; hit rate 1.2% among 390,000; note: % is set by controls: 0 for no effect and ±100 for the full control effect
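Fluorescent replication assay: 50 nM final substrate added after a 15 min room-temperature compound preincubation with 10 nM enzyme. Signal taken at 0 min and again at 10 min.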
Pol beta inh = qHTS Assay for Inhibitors of DNA Polymerase Beta; Pol beta primer extension/strand displacement, fluorescence kinetic; Potency, µM (titrated, usually from 114 µM), for the others: top-dose activity change, negative = inhibition, usual class: inhibitors; hit rate 1.3% among 340,000; note: % is set by controls: 0 for no effect and ±100 for the full control effect
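Human Pol beta at 10 nM; strand-displacement substrate 50 nM final. Compound exposure 15 min at room temperature before start, reaction 10 min at room temperature.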
JMJD2A Tudor inh = qHTS Assay for Inhibitors of JMJD2A-Tudor Domain; AlphaScreen JMJD2A-Tudor / H3K4me3 peptide binding; Potency, µM (highest dose often 114 µM), without a hit: at the highest dose activity change, negative = inhibition, actives largely listed as inhibitors; hit rate 4.4% among 390,000; note: % is set by controls: 0 for no effect and ±100 for the full control effect; nearly all actives have a fitted effect of over 50% in size
Starred values were filed as active, the others as inactive; ? = inconclusive; / = no result given; [ ] = another dose, or the depositor's remark. Calls come from the whole dose curve; as a rule, active = well fitted curve in the direction sought with a large enough effect; inconclusive = small, poorly fitted or top-dose-only effect, or another doubt; inactive = no such curve, though single readings can be large; an effect the other way counts as inactive or inconclusive. Potency is the fitted concentration of half-maximal effect. The list is partial (hit frequency here may not be typical).

no. | Pol eta inh | JMJD2A Tudor inh | APE1 inh | Pol kappa inh | POLI inh | BLM helicase inh | BAZ2B block | G9a inh | Pol beta inh | mol
1 | / | / | 1% | / | / | -5% | 10% | / | -11% | O=C(COc1ccccc1)Nc1ccc(Cl)cc1Cl
2 | / | / | -7% | / | / | 2% | -5% | -9%[59 µM] | 6% | CC(=O)Nc1nc2c(c3c1c(=O)oc1ccccc13)CCCC2
3 | ? | -24% | -16% | -8% | 12% | -9% | -22% | 2% | -29% | CC1CCC2(CC1)NC(=O)N(CC(=O)c1ccc(Cl)s1)C2=O (stereo not given)
4 | -18% | 8% | 4% | -16% | -7% | 0% | 2% | -25%[59 µM] | -11% | CCCS(=O)(=O)N1CCC(C(=O)NCCN2CCC(Cc3ccccc3)CC2)CC1
5 | 8% | -13% | -3% | -13% | ? | 0% | -5% | 21% | 15% | COc1ccc(S(=O)(=O)NC2(C(F)(F)F)N=C3SCCN3C2=O)cc1 (stereo not given)
6 | 7% | -14% | 18% | -16% | 14% | -2% | 0% | 5% | -1% | Cc1ccc(C(=O)NCCCNC(=O)c2ccccc2F)cn1
7 | -6% | -4% | / | 8% | 15% | 1% | 1% | 9%[59 µM] | 11% | CCC(=O)N1CCc2cc(Br)cc(S(=O)(=O)CCC(=O)NCc3ccc(F)cc3)c21
8 | -4% | -7% | 18% | -2% | 48%[activator] | -2% | 2% | / | 31% | COc1ccc(CN2CCN(CC=C(C)C)C(CCO)C2)cc1Cn1cccn1 (stereo not given)
9 | -8% | -21% | -1% | 5% | ? | 0% | ? | ? | 11% | OCCN1CCN(Cc2cc(Br)cc(Br)c2O)CC1
10 | -3% | -4% | 13% | 0% | 104%[activator] | / | / | / | / | CCN(CC(=O)NCc1cccs1)C(=O)c1cccc(S(=O)(=O)N(C)C)c1
11 | -10% | 56µM* | -6% | -4% | 33%[activator] | -1% | 50µM* | ? | 4% | Cc1[nH]c(=O)[nH]c(=O)c1/C=N/NC(=O)[C@H](C)N
12 | / | / | 1% | -2%[19.4 µM] | / | 4% | / | 28%[59 µM] | / | CC(C)NCC(O)COc1ccccc1-n1cccc1 (stereo not given)
13 | -17% | -7% | / | -3% | 16% | -2% | ? | 3%[59 µM] | -12% | CCOc1ccc(CCNC(=O)Cn2nnc(-c3ccc(C(F)(F)F)cc3)n2)cc1OCC
14 | -12% | -8% | 2% | -6% | 17% | -2% | -7% | 28µM* | -26% | CCOc1ccc(-c2cn(-c3cccc(SC)c3)c(=O)[nH]2)cc1
15 | -12% | -8% | / | -5% | 11% | / | / | / | / | O=C(Cc1ccc(S(=O)(=O)N2CCOCC2)s1)N1CCN(S(=O)(=O)c2ccccc2F)CC1
16 | -4% | -16% | -5% | 0% | 38%[activator] | 2% | -2% | 0% | 12% | CCOC(=O)N1CCC(NC(=O)CN2C(=O)COc3ccc(C(C)(C)C)cc32)CC1
17 | -22% | 12% | ? | -17% | 5% | -10% | 30% | 5%[59 µM] | -23% | Cc1ccc(CSCCNS(=O)(=O)c2ccc(C)cc2)cc1
18 | -19% | -19% | 2% | -5% | 46%[activator] | -7% | -30% | ? | 2% | COc1ccc(N(C(=O)C(C)C)S(=O)(=O)c2cccc([N+](=O)[O-])c2)cc1
19 | -20% | -9% | 12% | -1% | 26% | -1% | -3% | / | 24% | C[C@H](NC(=O)OC(C)(C)C)C(=O)N/N=C/c1ccc2nccnc2c1
20 | -17% | -19% | -1% | -4% | -2% | -1% | 14% | -8% | 10% | CCOC(=O)C1=C(C)NC(=O)NC1c1c(O)ccc2ccccc12 (stereo not given)
21 | -17% | 4% | -2% | -7% | 17% | -5% | 0% | 9% | 1% | CCCC1CCC(c2ccc(/C(N)=N/O)cc2)CC1 (stereo not given)
22 | -9% | -15% | -6% | -9% | 28% | / | 15% | 13%[12.7 µM] | / | O=C(COC(=O)Cc1ccccc1[N+](=O)[O-])NNC(=O)c1ccc([N+](=O)[O-])cc1
23 | 50µM* | ? | 7% | -6% | ? | -20% | 0% | ? | 50µM* | Cc1ccc(C(=O)N/N=C/c2c(O)ccc3ccccc23)cn1
24 | -2% | -1% | 0% | -4% | 29% | -2% | 12% | 21%[12.7 µM] | 3% | CCC(C)NS(=O)(=O)c1ccc(-c2csnn2)s1 (stereo not given)
25 | -8% | -6% | 4% | 6% | 7% | / | 5% | ? | / | O=C(COC(=O)C1=COCCO1)Nc1ccc([N+](=O)[O-])cc1C(F)(F)F
26 | -8% | -6% | 1% | -16% | 16% | 0% | 1% | 6%[12.7 µM] | 4% | O=C1C2CC=C(Cl)CC2C(=O)N1CNc1ccccn1 (stereo not given)
27 | / | / | 1% | 7%[60.1 µM] | / | 1% | / | -4%[12.7 µM] | / | O=S(=O)(c1ccccc1)N1CCC2(CCN(c3ccncc3)CC2)CC1
28 | -16% | -15% | -7% | 11% | 11% | 1% | -12% | ? | -17% | COc1ccc(CCC(=O)NCc2cn3ccccc3n2)cc1
29 | -9% | 3% | 4% | 6% | -4% | -1% | 7% | 49%[12.7 µM] | 6% | CCOc1ncccc1C(=O)N(C)CC1COc2ccccc2O1 (stereo not given)
30 | -6% | -10% | 1% | 2% | 23% | -1% | -2% | -2% | 17% | NC(=S)NNC(=O)c1ccccc1
31 | 13µM* | -34% | ? | -5% | -15% | 3% | ? | ? | 14µM* | CCOc1ccc(OCc2ccc(C(=O)O)o2)cc1
32 | -17% | -4%[11.4 µM] | 13% | -7% | 6% | -9% | -38% | 1.6µM* | 41% | COc1ccc(C(=O)Nc2ccc(N3CCCC3)cc2)cc1
33 | 3% | -18% | / | -7% | -16% | / | / | / | / | F[B-](F)(F)COCc1ccccc1Br
34 | 4% | -20% | -6% | -4% | 47%[activator] | 0% | -15% | 5% | 10% | CC1CCCCC12NC(=O)N(CC(=O)Nc1ccccc1N1CCOCC1)C2=O (stereo not given)
35 | -11% | -8% | / | -18% | 4% | 3% | 11%[57.1 µM] | -6%[59 µM] | 0% | CCOc1ccccc1NC(=O)CCS(=O)(=O)c1ccc2c(c1)oc(=O)n2C
36 | -1% | -1% | -1% | 2% | 18% | -9% | -17% | -32% | -19% | O=C(COc1ccccc1)Nc1ccc(S(=O)(=O)Nc2ncccn2)cc1
37 | -13% | -19% | 1% | -23% | 9% | -4% | ? | / | 3% | CCCC(=O)Nc1ccc(-c2csc(N/N=C\c3ccncc3)n2)cc1
38 | -4% | -5% | 6% | 0% | 7% | / | / | / | / | CC(=O)Nc1ccc(C(=O)OCC(=O)Nc2ccc(S(=O)(=O)N3CCOCC3)cc2)cc1
39 | / | / | 0% | 1%[60.1 µM] | / | 0% | / | 4%[0.501 µM] | / | CCNc1ncc2nc(C)c(=O)n(CCC#N)c2n1
40 | ? | -31%[57.1 µM] | -10% | -13% | 15% | -1% | -32% | 50µM* | -10%[57.1 µM] | CC(=O)Nc1ccc(NC(=O)COC(=O)c2c3c(nc4ccccc24)CCN(Cc2ccccc2)C3)cc1
41 | -7% | -3% | -5% | 0% | 21% | -3% | 5% | 3%[12.7 µM] | 7% | CC1(C)CC(=O)C2=C(C1)N(CC1CCCO1)C(=O)C2(NC(=O)c1cccnc1)C(F)(F)F (stereo not given)
42 | -10% | ? | 0% | -11% | 19% | -3% | ? | ? | -9% | CCn1c(CNc2ccc(OC)cc2)nnc1SCC(=O)c1ccc(OC)cc1
43 | -18% | -8% | 5% | -1% | 15% | -5% | -20% | -5%[59 µM] | 1% | Cc1nn(C)cc1CN(C)C(=O)CC12CC3CC(CC(C3)C1)C2
44 | 1% | -15% | 2% | -3% | 18% | 0% | 13% | -13%[59 µM] | -9% | O=C(COc1ccccc1Cl)N1CCCC1

High-throughput results deposited in PubChem BioAssay by National Center for Advancing Translational Sciences (NCATS).
